Source: PubChem
GLP1R cytotox: cytotoxicity in counter-screen for GLP-1R inverse agonists; 410,000 compounds, 0.13% hits; HEK293 cAMP-luciferase reporter cells, luminescence, 24 h; Potency, µM (doses to about 38.3 µM), for inactives: at the top dose activity change, negative = inhibition, hits mostly inhibitors;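 further: loss of luciferase light is scored as toxicity; potency means the concentration at half of the fitted maximal effect; on the % scale 0 is the no-effect control and ±100 the full control effect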
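To flag toxic compounds, the library was rerun on cells for 24 hr at 37 deg C and 5% CO2. Viability-linked luminescence was captured 12 min after adding luciferase detection reagent.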
DRD3 antagonist: blocks the human D3 dopamine receptor | P35462 | D3R cells, DiscoveRx beta-arrestin luminescence, antagonist mode; hits give low values | max response, negative = inhibition, % | 360,000 compounds, 2.5% hits | AID 652054; in the data active means max response below about -50%; inconclusive means no clear call, values can overlap the other calls; further: on the % scale 0 is the no-effect control and ±100 the full control effect; mostly tested at two doses, the higher about 12 µM
Target sequence (P35462 whole entry, looked up): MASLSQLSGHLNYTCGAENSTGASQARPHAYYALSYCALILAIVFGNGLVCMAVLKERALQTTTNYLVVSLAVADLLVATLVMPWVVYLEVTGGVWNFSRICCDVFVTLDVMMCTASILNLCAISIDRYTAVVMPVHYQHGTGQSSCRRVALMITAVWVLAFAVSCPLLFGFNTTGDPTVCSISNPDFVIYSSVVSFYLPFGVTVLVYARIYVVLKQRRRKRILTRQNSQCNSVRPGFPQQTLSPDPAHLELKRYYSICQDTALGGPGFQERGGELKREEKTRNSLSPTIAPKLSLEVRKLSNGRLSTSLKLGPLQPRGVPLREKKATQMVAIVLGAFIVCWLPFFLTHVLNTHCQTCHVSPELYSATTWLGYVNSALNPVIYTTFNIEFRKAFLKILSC
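Cells expressing the human receptor were seeded at 1500 cells/well, incubated overnight at 37 degrees C in 5% CO2, then exposed to library compounds with dopamine controls for 90 minutes at 37 degrees C before luminescent detection.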
D3 ag: D3 dopamine receptor (human) agonism; D3R DiscoveRx beta-arrestin cells, luminescence, 90 min; AID 652048; P35462; 410,000 compounds, 0.58% hits; max activation, %; in the data active means max activation above about 30%; further: 0% is about no effect; mostly tested at two doses, the higher about 12 µM
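Agonist-mode cell screen: cells plated at 1500/well and incubated overnight at 37 °C, then exposed to library compounds for 90 min at 37 °C. Detection reagent was added for 30–60 min at room temperature, and luminescence was read.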
GLP1R inv ag: inverse agonists of human GLP-1 receptor | Potency, µM (top dose mostly 38.3 µM), for the others: at the top dose activity change, negative = inhibition, usual class: inhibitors | P43220 | 410,000 compounds, 1.6% hits | HEK293 GLP-1R CRE-luciferase, luminescence, 24 h; GLP-1R form is constitutively active | AID 624417; further: potency means the concentration at half of the fitted maximal effect; on the % scale 0 is the no-effect control and ±100 the full control effect; nearly all actives have a fitted effect of over 55% in size
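HEK293 cells stably co-expressing a cAMP-responsive luciferase reporter and constitutively active GLP-1R were seeded, incubated 12 h, then exposed to compounds for 24 h at 37 C. Luminescence was read 12 min after detection reagent; inverse agonists lower signal.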
GLP-1R agonist: agonists of human GLP-1 receptor. HEK293 GLP-1R CRE-luciferase, luminescence, 4-6 h; cells express a hypersensitive GLP-1R form. Potency, µM (series often up to 45.6 µM), for inactives: at the highest dose activation, actives largely listed as activators. 380,000 compounds, 0.007% hits; further: potency means the concentration at half of the fitted maximal effect; % of control where 0% means no effect
TDP43 rescue: rescues yeast growth from TDP-43 toxicity | Potency, µM (top dose mostly 46.1 µM), inactives show at the top dose growth rescue (activation), usual class: activators | TDP-43 expressing yeast growth rescue, BacTiter-Glo, 24 h | AID 652104 | 410,000 compounds, 1.8% hits; further: potency means the concentration at half of the fitted maximal effect; % of control where 0% means no effect; nearly all actives have a fitted effect of over 50% in size
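Luminescence from BacTiter-Glo reports growth of TDP-43-expressing yeast after 24 hr at 30 deg C with compound. Cells were raffinose-pregrown to mid-log, then seeded in galactose medium at OD600=0.02.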
KB-V1 MDR tox: KB-V1 MDR subline cytotoxicity; Potency, µM (highest dose often 46.1 µM), without a hit: at the top dose activity change, negative = cytotoxicity, usual class: cytotoxic; KB-V1 MDR cells viability, CellTiter-Glo, 72 h; 400,000 compounds, 3.4% hits; further: potency means the concentration at half of the fitted maximal effect; on the % scale 0 is the no-effect control and ±100 the full control effect; nearly all actives have a fitted effect of over 60% in size
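Potencies derive from concentration-effect curves fitted to normalized luminescence (CellTiter-Glo) of KB-V1 cells treated for 72 h at 37 degrees C in phenol-red-free DMEM containing 10% FBS.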
PTHR1 agonist: agonists of human PTHR1 parathyroid hormone receptor; HEK293 GP2 PTHR1 cells, GloSensor cAMP luminescence, 1 h; Potency, µM (top dose mostly 115 µM), without a hit: top-dose activation, usual class: activators; 410,000 compounds, 0.075% hits; Q03431; further: potency means the concentration at half of the fitted maximal effect; nearly all actives have a fitted effect of over 55% in size; some results filed as inactive show a strong effect at the top dose; inactives centre near -15; many of its hits are not listed in these tables
Target sequence (Q03431 whole entry, looked up): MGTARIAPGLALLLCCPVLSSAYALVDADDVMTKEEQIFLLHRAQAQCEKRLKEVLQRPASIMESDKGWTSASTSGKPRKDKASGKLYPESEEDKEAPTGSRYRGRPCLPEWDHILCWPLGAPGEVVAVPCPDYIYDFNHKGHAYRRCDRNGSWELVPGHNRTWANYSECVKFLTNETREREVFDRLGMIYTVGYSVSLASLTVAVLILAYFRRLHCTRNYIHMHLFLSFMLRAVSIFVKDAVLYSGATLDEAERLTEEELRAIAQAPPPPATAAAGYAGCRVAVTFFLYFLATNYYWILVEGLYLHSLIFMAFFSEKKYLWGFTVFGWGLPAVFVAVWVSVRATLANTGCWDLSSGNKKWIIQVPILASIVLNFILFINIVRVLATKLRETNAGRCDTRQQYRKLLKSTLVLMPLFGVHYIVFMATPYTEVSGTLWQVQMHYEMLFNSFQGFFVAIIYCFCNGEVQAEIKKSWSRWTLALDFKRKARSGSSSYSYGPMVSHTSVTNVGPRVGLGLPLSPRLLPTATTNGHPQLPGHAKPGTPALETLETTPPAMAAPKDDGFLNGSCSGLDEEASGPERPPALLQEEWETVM
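HEK-293-derived GP2 cells expressing PTHR1 and a GloSensor cAMP reporter, 3,000/well, plated overnight, given luciferin plus IBMX (each 0.5 mM as added) for 1 h at 37 °C, then compound for 1 h at 37 °C. Luminescence was read after 15 min at room temperature.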
aSyn rescue: alpha-synuclein toxicity inhibition in yeast; Yeast expressing alpha-synuclein, growth rescue, BacTiter-Glo, 24 h; Potency, µM (top dose mostly 46.1 µM), for the others: at the top dose growth rescue (activation), usual class: activators; 370,000 compounds, 0.14% hits; further: potency means the concentration at half of the fitted maximal effect; % of control where 0% means no effect; nearly all actives have a fitted effect of over 65% in size
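Readout is rescue of growth in alpha-synuclein-expressing yeast, so inhibitors of toxicity appear as activators. Growth after 24 hr at 30 deg C in galactose medium is quantified by luminescence.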
* marks the source's active call; other numbers are inactive results; i = inactive; ? = inconclusive; . = not tested or not shown; [ ] = remark or other dose. Unless noted, the call rests on the fitted dose curve; in most records, active means well fitted curve in the direction sought with a large enough effect; inconclusive means small, poorly fitted or top-dose-only effect, or another doubt; inactive means no such curve, though single readings can be large; an effect the other way counts as inactive or inconclusive. Not all compounds are listed; the hit share may differ from the screen's.

SMILES	GLP1R cytotox	DRD3 antagonist	D3 ag	GLP1R inv ag	GLP-1R agonist	TDP43 rescue	KB-V1 MDR tox	PTHR1 agonist	aSyn rescue
CCNC(=S)Nc1ccc2ncoc2c1	-11.7%	11.1	-3.8	-16.6%	-1.1%	.	0.0%	i	-6.2%
COC(=O)Cn1c(=NC(=O)C2CC2)sc2c(C)cc(C)cc21	-7.9%	10.7	0.3	-23.8%	11.1%	32.0%	-2.4%	-1.9%	-4.6%
O=S(=O)(NCc1cc(-c2ccccc2Cl)no1)c1ccccc1	23.3%	3.4	-4.3	?	25.8%	?	0.0%	-27.9%	14.2%
Cc1ccc(-c2nc3cc(N)ccc3o2)cc1Br	31.0%[activator]	1.5	2.4	49.5%[activator]	-1.1%	6.7%	0.0%	-10.5%	-6.7%
COC(=O)c1cc(Br)ccc1NC(=O)CCNC(=O)c1ccco1	7.4%	13.9	-0.9	1.2%	6.2%	-4.5%	-5.6%	i	13.2%
COc1ccc(OC)c(C2=NOC(C(=O)Nc3cccnc3)C2)c1 (stereo unspecified)	4.8%	?	5.1	0.0%	4.2%	1.8%	23.1µM*	-6.4%	1.4%
O=C(CNC(=O)c1ccc(Cl)cc1)Nc1ccc(S(=O)(=O)Nc2ncccn2)cc1	14.5%	2.5	-1.4	0.6%	0.4%	-6.7%	14.4%	i	0.0%
CCOC(=O)C1CCN(C(=O)c2ccc(C)o2)CC1	-9.8%	-0.4	-9.6	-2.5%	-7.8%	20.9%	-20.8%	-21.5%	-3.4%
CC(C(=O)Nc1ccc(F)cc1Cl)N(C)CCOc1ccccc1 (stereo unspecified)	12.2%	-6.8	-7.7	?	21.9%	7.8%	3.1%	-11.7%	10.6%
Cc1oc2c(C)c3oc(=O)c4c(c3cc2c1C)CCCC4	2.3%	25.7	31.8*	14.5%	7.5%	-3.5%	?	i	21.0%
COC(=O)c1ccsc1NC(=O)CCS(=O)(=O)c1ccccc1	-0.4%	10.1	1.7	5.3%	2.8%	?	-4.1%	-12.5%	?
Nc1ccc(N=Nc2ccccc2)c2cccnc12	-11.9%	-26.4	-10.1	39.2%[activator]	22.7%	23.5%	-7.9%	i	0.0%
Cc1ccc(SC2CCN(C(=O)C3CCC(=O)N(C4CC4)C3)CC2)cc1 (stereo unspecified)	-5.8%	11.6	-2.2	1.2%	9.4%	3.4%	?	-29.6%	2.7%
O=C1/C(=C/c2ccccc2)SC(=S)N1CCCC(=O)N1CCCCC1CCO (stereo unspecified)	0.0%	-5.3	1.4	5.01µM*	-2.7%	5.2%	?	-32.9%[inhibitor]	3.6%
O=[N+]([O-])c1ccc2nonc2c1Nc1ccccc1	12.7%	13.0	2.7	89.2%[activator]	15.9%	6.3%	13.7%	-19.5%	-1.7%
Cc1cccc2cc(CN(CC(C)C)S(=O)(=O)c3ccccc3)c(=O)[nH]c12	-11.0%	48.6	5.9	-10.8%	-5.4%	6.0%	-29.1%	i	1.4%
CC(NC(=O)CCCC1=NS(=O)(=O)c2ccccc2N1)c1ccccc1 (stereo unspecified)	-3.8%	.	-18.7	-0.8%	.	15.8%[9.22 µM]	-10.1%	-6.6%	.
CCOc1ccc(NC(=O)Cn2nc(Cc3cccnc3)c3ccccc3c2=O)cc1	-11.4%	.	-6.6	0.7%	.	-4.4%	.	-5.7%	.
CCC(=O)NC(Nc1cc(C)ccn1)(C(F)(F)F)C(F)(F)F	8.2%	24.0	3.2	0.0%	-2.7%	-6.8%	14.8%	?	-3.3%
CCOC(=O)N1CCC(c2cc(=O)n3[nH]c(-c4ccccc4)cc3n2)CC1	-2.5%	3.7	-3.5	3.0%	-4.5%	4.7%	-17.2%	-15.6%	-3.8%

Overlap with the part before: three compounds; new compounds follow.
SMILES	GLP1R cytotox	DRD3 antagonist	D3 ag	GLP1R inv ag	GLP-1R agonist	TDP43 rescue	KB-V1 MDR tox	PTHR1 agonist	aSyn rescue
CCOc1ccc(NC(=O)Cn2nc(Cc3cccnc3)c3ccccc3c2=O)cc1	-11.4%	.	-6.6	0.7%	.	-4.4%	.	-5.7%	.
CCC(=O)NC(Nc1cc(C)ccn1)(C(F)(F)F)C(F)(F)F	8.2%	24.0	3.2	0.0%	-2.7%	-6.8%	14.8%	?	-3.3%
CCOC(=O)N1CCC(c2cc(=O)n3[nH]c(-c4ccccc4)cc3n2)CC1	-2.5%	3.7	-3.5	3.0%	-4.5%	4.7%	-17.2%	-15.6%	-3.8%
O=C(Nc1ccc2nn(-c3ccc(F)cc3)nc2c1)c1cccnc1	2.1%	-13.7	4.3	-31.4%	5.3%	?	?	i	-3.7%
COc1cc(C(=O)Oc2ccccc2/C=N/NC(=O)c2ccc(Cl)cc2)cc(OC)c1OC	-26.4%	-14.3	-9.9	2.82µM*	0.6%	-22.2%	?	i	0.8%
O=C(NNc1ccccc1)Nc1cc(Cl)ccc1Cl	19.5%	-19.9	0.7	?	5.3%	?	-0.7%	i	10.0%
COCCSc1ccccc1C(=O)Nc1ccccc1C(C)C	8.0%	26.2	2.2	-17.7%	6.8%	4.7%	9.9%	i	-5.4%
CCC1C(=O)NCCN1C(=O)c1ccccc1OC1CCN(S(C)(=O)=O)CC1 (stereo unspecified)	-24.0%	0.1	0.7	12.6%	-4.8%	-1.4%	-6.9%	i	1.6%
Cc1ccc(-n2c(=O)c3c(c4cc(C)ccc4n3C)n(CC(=O)Nc3c(C)cccc3C)c2=O)cc1	5.0%	.	-7.0	1.7%	-0.9%	-17.5%	-7.0%	?	.
Cn1c(SCC(=O)NCCc2ccccc2)nnc1-c1ccncc1	-1.7%	1.2	-2.5	4.9%	-2.0%	9.1%	-2.5%	i	1.6%
CC1(c2ccc(OC(F)F)cc2)NC(=O)N(CC(=O)N2CCN(C(=O)c3ccco3)CC2)C1=O (stereo unspecified)	3.7%	-7.4	-2.5	-5.0%	8.4%	3.4%	?	i	-8.9%
O=[N+]([O-])c1cc(-c2ccc(/C=N/c3nc4ccccn4c3-c3ccco3)o2)ccc1Cl	-19.3%	-15.2	1.9	-8.5%	5.3%	?	?	-3.3%	0.3%
CCCCC1=CC2=CC(=O)C(C)(OC(=O)CC)C(=O)C2=CN1C1CCCCC1 (stereo unspecified)	12.1%	27.9	8.6	25.7%	0.3%	-2.7%	6.5%	12.3%	6.0%
Cc1cccc(C)c1OCC(=O)N/N=C/c1ccc2c(c1)OCO2	-28.9%	11.5	27.6	?	-0.8%	11.8%	5.17µM*	i	1.9%
C=C1CCN([C@H](C(=O)OCc2ccc(C)cc2)C(C)C)S(=O)(=O)c2ccccc21	-7.0%	-3.1	0.8	?	7.4%	0.6%	-4.4%	-17.6%	-9.8%
CC(C)c1ccc(C2C(C(=O)c3ccco3)=C(O)C(=O)N2CC2CCCO2)cc1 (stereo unspecified)	4.7%	-17.2	-5.5	0.8%	0.9%	-17.3%	-17.9%	12.4%	-6.4%
Cc1c(C(=O)NCCS(=O)(=O)N2CCN(c3ccccc3F)CC2)cccc1[N+](=O)[O-]	-10.0%	6.6	8.1	?	6.0%	7.0%	?	-21.2%	18.9%
Cc1nc2ccccc2c2oc(C(=O)NCCCN3CCC(C)CC3)cc12	?	?	-12.7	?	-3.4%	-1.6%	-3.1%	-19.3%	-1.2%
CCCCNC(=O)CSc1nc(O)cc(=O)n1C1CCCC1	1.7%[0.307 µM]	-6.6	-2.7	5.4%[0.307 µM]	-11.1%	-0.6%	3.3%	i	4.2%
O=C(NC(=S)Nc1ccccc1)c1cncc(C#Cc2ccccc2)c1	-4.2%	-11.5	-2.1	14.4%	10.0%	-14.8%	?	i	0.1%
Cc1ccccc1Cn1nnc(-c2ccc(C(=O)O)cc2)n1	16.9%	2.4	2.4	18.4%	6.0%	7.8%	10.0%	i	3.9%
CC(C)(C)OC(=O)N1CCC[C@H]1C(=O)Nc1ccc(S(=O)(=O)C(F)F)cc1	-10.9%	4.7	-0.4	-8.3%	-3.2%	16.7%	?	-37.5%[inhibitor]	5.2%
Cc1ccccc1NC(=S)NC1CC2CCC(C1)N2Cc1ccco1 (stereo unspecified)	4.8%	-14.8	-24.1	-1.0%	-7.2%	-3.2%	-18.8%	i	0.8%
CCOC(=O)c1sc(NC(=O)c2cccnc2)nc1C	-18.2%	-22.0	-5.8	-4.3%	6.9%	22.9%	?	-18.8%	-1.5%
CCNC(=O)C1(C)CCN(C(=O)c2ccc3c(c2)CCO3)C1 (stereo unspecified)	4.6%	-50.8*	0.7	24.7%	2.8%	8.6%	-2.3%	i	-6.9%
COCc1ccc(-c2ccc3c(c2)c(C#Cc2ccsc2)c(-c2cc(OC)cc(OC)c2)n3C)cc1	0.1%	12.9	11.0	-16.2%	-5.1%	-0.3%	3.4%	i	14.3%
CC1Nc2ccccc2C(=O)N1NC(=O)c1ccc(Br)cc1 (stereo unspecified)	-0.4%	10.5	4.7	3.1%	-0.8%	18.2%	3.0%	i	3.9%
O=C(CSc1ncnc2c1oc1ccccc12)OCc1ccccc1	7.5%	11.2	30.3*	2.4%	11.7%	2.2%	0.2%	i	-6.4%
CCn1nnc(NC(=O)c2cccnc2)n1	-4.3%	4.0	-3.0	11.6%	-10.6%	-4.2%	1.6%	i	-1.7%
O=C(c1ccc([N+](=O)[O-])cc1)N1CCOC12CCN(c1ncc(C(F)(F)F)cc1Cl)CC2	-8.5%	-1.9	5.0	?	-16.7%	9.2%	-12.1%	-18.3%[57.5 µM]	2.8%
